Compound activity (PubChem)
GC-B act: human GC-B receptor activators, primary screen, HEK293 GC-B cells, cGMP TR-FRET, EC30 CNP. Atrial natriuretic peptide receptor 2 (Homo sapiens), P20594. 0% at EC30 CNP, 100% saturating CNP. activation, % at 10 µM. 370,000 tested, 0.11% active;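 active means activation at 10 µM reaching about 35% in either raw or pattern-adjusted values, limit read from the data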
ssDAF12 agonist: S. stercoralis DAF-12 nuclear receptor activators, primary screen, cell-based, luminescence, HEK293, GRIP1 co-expression, lit1-tk-luc. Nuclear hormone receptor DAF-12 (Strongyloides stercoralis). HEK293 ssDAF-12/GRIP1 lit1-tk-luc reporter; % of 3 µM dafachronic acid response. activation, % at 6.8 µM. 370,000 tested, 1% active;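 active means activation above the mean over all tested compounds plus 3 SD, cut at about 0.9% in these data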;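 further: 0% = DMSO-only wells and 100% = 3 µM delta7-dafachronic acid wells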
HGIII-sPLA2 inh: human group III sPLA2 inhibitors, primary screen, biochemical, QFRET, BODIPY PC-A2 liposome substrate; Group 3 secretory phospholipase A2 (Homo sapiens), Q9NZ20; QFRET BODIPY PC-A2 liposome hydrolysis, fluorescence; 370,000 tested, 0.56% active; inhibition, % at 12.2 µM;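 active means inhibition above mean plus 3 SD of compounds lying within the high and low control bounds, cut at about 19% in these data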;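 further: 0% = median of test compound wells and 100% = no enzyme DMSO wells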
hcDAF-12 act: H. contortus DAF-12 nuclear receptor activators, primary screen, cell-based, luminescence, HEK293, lit1-tk-luc reporter; HEK293 hcDAF-12 lit1-tk-luc reporter; 0% DMSO, 100% Δ7-dafachronic acid; activation, % at 6.8 µM; 370,000 tested, 1.4% active;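 active means activation above the mean of all tested compounds plus 3 SD, cut at about 5.5% in these data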;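 further: 100% = response to 3 µM Δ7-dafachronic acid high control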
DAX1 inh-1: DAX1 (NR0B1) inhibitors on StAR promoter, primary screen, cell-based, luminescence, SF-1 (NR5A1), full-length DAX-1; 370,000 tested, 1.1% active; AID 652010, 2013; HEK293T StAR-luciferase reporter, SF-1/DAX-1 repression relief; inhibition, % at 6.8 µM;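 active means inhibition above the mean over all tested compounds plus 3 SD, cut at about 3.6% in these data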;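 further: 0% = DAX-1 cells with DMSO and 100% = cells lacking DAX-1 with DMSO; higher inhibition means more luminescence from relief of DAX-1 repression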
SMARCA2 activ: SMARCA2 (BRM) function activators, primary screen, cell-based, luminescence, high throughput; 370,000 tested, 1% active; activation, % at 9.1 µM; MG213 cells, MMTV-luciferase reporter, dexamethasone, overnight; in the data active means activation above about 7.8%;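 further: 0% = vehicle wells and 100% = reference activator wells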
hgDAF12 agonist: H. glycines DAF-12 receptor agonists, primary screen, cell-based, luminescence, HEK293, GAL4 fusion, UAS-luciferase; Nuclear hormone receptor DAF-12 (Heterodera glycines), GAL4 fusion; HEK293 GAL4-hgDAF12 UAS-luciferase reporter, agonist luminescence; normalized to butyrate control; activation, % at 6.8 µM; 370,000 tested, 1.8% active; AID 687014, 2013;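 active means activation above a cutoff set at the mean of all screened compounds plus 3 SD, cut at about 10% in these data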;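 further: 0% = DMSO wells and 100% = sodium butyrate wells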
KLK7 zymogen act: proKLK7 zymogen activators, primary screen, biochemical, fluorescence intensity; purified proKLK7, EDANS-DABCYL substrate fluorescence; 100% is mature enzyme control, 0% vehicle; activation, % at 7 µM; 370,000 tested, 0.9% active;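 active means activation above the mean of all tested compounds plus 3 SD, computed per campaign excluding outliers beyond control limits, cut at about 13% in these data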
NPR1 activator: GC-A stimulated cGMP production enhancers – HEK293 GC-A cells, cGMP TR-FRET, EC30 ANP, primary screen; 370,000 tested, 0.14% active; AID 1671463, 2021; 0% at EC30 ANP, 100% saturating ANP; activation, % at 10 µM; Atrial natriuretic peptide receptor 1 (Homo sapiens), P16066; in the data active means activation above about 40%
Target sequence (P16066 whole entry, looked up): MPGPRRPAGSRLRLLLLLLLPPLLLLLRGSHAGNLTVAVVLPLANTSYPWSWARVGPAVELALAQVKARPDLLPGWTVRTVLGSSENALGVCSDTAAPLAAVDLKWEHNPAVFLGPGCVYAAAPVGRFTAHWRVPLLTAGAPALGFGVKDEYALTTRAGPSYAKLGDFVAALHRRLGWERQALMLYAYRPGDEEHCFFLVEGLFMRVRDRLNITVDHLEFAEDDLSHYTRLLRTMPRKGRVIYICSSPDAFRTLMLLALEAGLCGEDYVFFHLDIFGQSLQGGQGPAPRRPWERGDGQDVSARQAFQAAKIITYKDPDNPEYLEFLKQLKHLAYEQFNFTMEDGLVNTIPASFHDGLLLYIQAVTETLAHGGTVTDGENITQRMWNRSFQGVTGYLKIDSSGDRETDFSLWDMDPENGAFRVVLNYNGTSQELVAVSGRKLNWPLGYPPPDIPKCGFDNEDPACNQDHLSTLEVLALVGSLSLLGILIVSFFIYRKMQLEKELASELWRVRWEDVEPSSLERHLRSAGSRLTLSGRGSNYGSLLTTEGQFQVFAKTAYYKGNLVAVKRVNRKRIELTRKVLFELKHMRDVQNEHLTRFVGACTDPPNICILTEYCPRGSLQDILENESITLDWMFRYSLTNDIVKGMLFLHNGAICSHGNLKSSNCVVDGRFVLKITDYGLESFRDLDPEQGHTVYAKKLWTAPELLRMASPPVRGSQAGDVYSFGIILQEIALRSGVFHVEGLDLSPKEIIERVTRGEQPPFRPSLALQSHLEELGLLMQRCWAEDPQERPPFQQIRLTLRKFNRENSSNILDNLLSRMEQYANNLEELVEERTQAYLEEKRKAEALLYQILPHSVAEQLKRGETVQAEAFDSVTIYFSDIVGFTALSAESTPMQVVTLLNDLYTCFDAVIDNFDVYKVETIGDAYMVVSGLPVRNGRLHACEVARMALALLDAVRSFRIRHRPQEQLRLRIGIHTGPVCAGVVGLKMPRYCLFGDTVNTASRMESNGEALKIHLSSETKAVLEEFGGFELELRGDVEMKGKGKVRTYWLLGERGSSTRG
DAX1 inh-2: DAX1 (NR0B1) inhibitors, primary screen, cell-based, HEK293, Gal4-DAX1, luciferase luminescence; HEK293 Gal4-DAX1 luciferase reporter; inhibition, % at 6.75 µM; 340,000 tested, 0.99% active; AID 504766, 2011;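 active means inhibition above the mean over all tested compounds plus 3 SD, cut at about 4.2% in these data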;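 further: 0% = DAX1-transfected cells with DMSO and 100% = empty-vector control cells with DMSO; inhibition shows as a rise in luminescence from relieved DAX1 repression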
GAA850 FXN act: FXN promoter activators, primary screen, cell-based, luciferase luminescence, HEK293 lucGAA850; HEK293 lucGAA850 FXN promoter luciferase reporter, 24 h; percent of 10 µM SAHA response; activation, % at 6 µM; 360,000 tested, 0.56% active; AID 540364, 2011;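 active means activation above the average of all compounds screened plus 3 SD, cutoff fixed separately per campaign, cut at about 7.5% in these data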;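 further: 0% = DMSO wells and 100% = 10 µM SAHA wells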
An asterisk follows results filed as active; / = no result given.

SMILES | GC-B act | ssDAF12 agonist | HGIII-sPLA2 inh | hcDAF-12 act | DAX1 inh-1 | SMARCA2 activ | hgDAF12 agonist | KLK7 zymogen act | NPR1 activator | DAX1 inh-2 | GAA850 FXN act
CC(C)c1nc2sc3c(=O)[nH]c(=S)[nH]c3c2c2c1CCCC2 | -6 | -0.7 | 3 | 1.0 | 0.3 | 2 | -3.8 | 0.3 | 0 | -0.4 | 0.4
CC1(C)CC(=O)C=C(c2n[nH]nc2C2CC2)C1 | -4 | -1.8 | 10 | -1.6 | -0.3 | 3 | -1.9 | 0.0 | 0 | 0.3 | -1.3
Cc1cc(NCc2ccccn2)n2nc(C)c(-c3ccc(Cl)cc3)c2n1 | 9 | -1.0 | 14 | 1.0 | 0.2 | -2 | -1.4 | -1.4 | 4 | 0.4 | -1.5
Cc1ccc(NC2CCCN(C(=O)c3cc(C(C)C)[nH]n3)C2)cc1C (stereo not given) | -2 | -0.6 | -1 | -1.4 | -0.5 | -1 | -1.2 | 0.2 | -3 | -0.3 | 2.2
O=C(NCCS(=O)(=O)c1ccc(Br)cc1)c1ccc(Cl)cc1 | -6 | -0.6 | -10 | -1.5 | 0.1 | -1 | 2.4 | 0.5 | 0 | -0.1 | 0.3
O=[N+]([O-])c1ccc(NCc2ccc(Cl)cc2)nc1 | -1 | -1.8 | 4 | -0.8 | -0.6 | 5 | 6.1 | 0.2 | -1 | -1.2 | 4.5
CC(C)(C)NC(=O)C(Cc1ccccc1)N1C(=O)c2ccccc2C1=O (stereo not given) | -2 | -1.2 | 7 | -1.2 | 0.4 | -2 | 0.3 | -0.4 | 0 | 0.2 | 0.3
Nc1ccccc1-c1ccccc1N | 2 | -0.7 | 7 | 0.0 | 0.0 | 0 | -0.1 | -22 | -1 | 0.5 | 2.6
Cc1ccc(S(=O)(=O)NCc2ccncc2)cc1C | -1 | -2.3 | 0 | -3.8 | -3.3 | -6 | -5.3 | -0.5 | 4 | -6.2 | -3.9
Cc1ccc(NC(=O)CCSc2nnc(Cc3ccccc3)o2)cc1 | -1 | -1.1 | -14 | 1.8 | -0.6 | -2 | 2.1 | 0.0 | -1 | 0.2 | -3.3
O=C(CSC1=NS(=O)(=O)c2ccccc2N1)Nc1nccs1 | 3 | -1.3 | -4 | 0.4 | -0.1 | 4 | -1.9 | 0.4 | 0 | -1.6 | -1.1
Cc1ccc(NC(=O)c2csc3c2CCCC3)cc1 | -2 | 1.5* | -1 | 11* | 4.3* | 0 | 23* | -0.3 | -3 | 2.8 | 2.4
CNC(=O)CSc1nc(N)c2c3c(sc2n1)CCC3 | -3 | -1.6 | 1 | -1.5 | -0.6 | -3 | 5.2 | -0.6 | 5 | 1.3 | 0.8
CCOc1ccccc1Oc1coc2cc(O)ccc2c1=O | 2 | -0.3 | -6 | 0.6 | -0.1 | 2 | 0.3 | -17 | 2 | -0.5 | -0.4
Cc1ccc2nc(-c3ccccc3)c(NC(=O)c3ccco3)n2c1 | 6 | -1.1 | -1 | -1.1 | 0.9 | -4 | -1.4 | -0.5 | 1 | 3.1 | 0.7
Cc1ccc(S(=O)(=O)c2nc(-c3ccco3)oc2N2CCC(C)CC2)cc1 | 0 | -1.0 | 5 | 0.0 | 1.3 | 0 | 0.8 | -0.6 | -1 | -0.1 | 3.6
O=C(CCC(=O)N1CCOc2ccc(Cl)cc21)N1CCN(c2ccccn2)CC1 | 0 | -1.2 | 11 | -2.4 | -1.0 | -2 | -5.3 | 1.1 | -3 | -0.8 | 1.9
COc1cc(C)ccc1OCc1cc(C(=O)N2CCC(c3ccc(F)cc3)C2)no1 (stereo not given) | -6 | 0.8 | 1 | 5.1 | 1.4 | 7 | 13* | 0.1 | -7 | 2.8 | 8.9*
CN(C)S(=O)(=O)c1ccc(Cl)c(NC(=O)COC(=O)c2cc(-c3ccccc3)nc3ccccc23)c1 | 5 | -1.8 | -11 | 1.8 | -0.2 | 1 | 0.2 | 0.6 | 4 | -1.3 | -0.9
COc1ccc(OC)c(CN2C(=O)CCCCC2(C)c2nnnn2C2CCCC2)c1 (stereo not given) | 2 | -1.7 | 3 | -2.4 | 0.1 | -3 | -0.1 | -0.2 | 3 | / | /
COC(=O)c1cnc2ccccc2n1 | 0 | -1.0 | 4 | -1.2 | -0.2 | 7.8* | 0.4 | -0.7 | -5 | -0.1 | 1.4
O=C1N=c2ccccc2=C1c1sc(=S)n(NC(=O)c2ccccc2)c1O | -11 | 1.0* | 6 | 3.3 | 0.7 | 0 | 2.1 | 1.2 | -1 | 0.4 | 1.9
Nc1cc(N)nc(SCC(=O)NC(=O)NC2CCCC2)n1 | 0 | -0.5 | -6 | -1.1 | 0.7 | -3 | -0.2 | 0.3 | -5 | 0.9 | 3.0
COCCNC(=O)Cn1nc(Cc2ccncc2)c2ccccc2c1=O | 2 | -1.1 | -2 | 1.0 | -0.2 | 0 | 0.2 | -0.3 | 1 | -1.8 | 3.0
Cc1cccc(N/C(N)=N/c2nc(CSc3ccc(Cl)cc3)cc(=O)[nH]2)c1 | -2 | -1.4 | 0 | 0.5 | 0.8 | 1 | -2.0 | -0.2 | -5 | / | /
O=C(c1cnc2sccn2c1=O)N1CCCc2ccccc21 | 3 | -0.9 | 2 | 3.7 | 1.7 | 0 | -0.5 | 0.8 | 2 | -0.5 | 0.1
OC[C@@H]1CN(CCN2CCOCC2)C[C@H](n2cnc3c(Nc4ccccc4)ncnc32)O1 | 0 | -1.4 | -7 | 1.4 | 1.2 | -2 | -2.5 | -0.3 | 3 | / | 1.5
COc1ccccc1N1CCN(c2ccc3c(c2)S(=O)(=O)c2cccc(C(=O)NCc4cccc(F)c4)c2C3=O)CC1 | 3 | -1.5 | 4 | 0.3 | -0.1 | -3 | 3.0 | 0.1 | 1 | -3.0 | -3.0
Cc1cc(NC(=O)COC(=O)CCS(=O)(=O)c2cc(Cl)ccc2Cl)no1 | -4 | -1.0 | -5 | -2.2 | 0.2 | 2 | 1.7 | 0.0 | 1 | -0.1 | 1.3
COc1ccc2nc(NC(=O)C3CCCN(S(=O)(=O)c4cccs4)C3)sc2c1 (stereo not given) | -6 | -2.1 | -33 | -1.6 | -0.8 | -2 | -0.4 | 0.7 | 8 | -0.1 | -1.4
O=C(Nc1nnc(-c2ccco2)o1)c1ccc(S(=O)(=O)N2CCOCC2)cc1 | -2 | -1.3 | -1 | -0.4 | -0.4 | -1 | 2.6 | -0.1 | -1 | 0.2 | -0.7
O=C(Cc1c(F)cccc1Cl)Nc1ccc(S(=O)(=O)Nc2nccs2)cc1 | 3 | -1.8 | -18 | 0.6 | 0.4 | 4 | -0.7 | 0.4 | -1 | -1.2 | 2.3
O=C(CCc1ccccc1)Nc1ccc(NC(=O)C2CC2)nc1 | -4 | -1.3 | -2 | -0.6 | -0.1 | -3 | -1.2 | -0.2 | 2 | 1.1 | 0.5
COc1cc(/C=C2\SC(c3ccccc3)=NC2=O)cc(Cl)c1O | -10 | 0.6 | -18 | 0.1 | -0.4 | 2 | 6.5 | 0.0 | -21 | 0.9 | 1.3
COc1ccc(C)cc1NC(=O)CCNC(=O)Cn1ccc2ccccc2c1=O | -2 | -0.8 | 8 | -0.8 | 0.2 | -2 | 2.6 | -0.1 | -2 | -0.6 | 0.1
Oc1ccc(Cl)cc1/C=C/c1ccc2cccc(O)c2n1 | -10 | 0.7 | -8 | 4.1 | 0.6 | 1 | 6.6 | 0.0 | -5 | 2.7 | 0.6
COc1ccc(S(=O)(=O)N(C)CC(=O)Nc2cccc(C(C)=O)c2)cc1C | -6 | -1.5 | -1 | -1.2 | -1.4 | -5 | -1.9 | 0.5 | -1 | -0.1 | -0.1
C[C@H]1CN([C@@H](C)CO)S(=O)(=O)c2ccc(-c3ccccc3)cc2O[C@H]1CN(C)C(=O)C1CCC1 | -6 | -0.7 | -8 | -0.8 | -0.4 | -7 | -4.5 | -0.4 | -4 | 0.7 | -2.3
O=S(=O)(NC1=NCCC1)c1ccc(F)cc1 | -2 | -0.8 | 7 | -1.8 | -0.4 | 1 | 2.8 | -0.3 | 3 | 0.7 | -1.3
NS(=O)(=O)c1ccc(N/N=C/c2ccc(O)c(O)c2O)c([N+](=O)[O-])c1 | -5 | -1.7 | 14 | 0.8 | -0.5 | 1 | -1.8 | 0.1 | -9 | 0.5 | 1.1
NNC(=O)CSc1c(-c2ccccc2)c2cc(Cl)ccc2[nH]c1=O | -4 | -1.3 | 9 | -1.9 | -0.1 | -4 | -1.0 | 0.5 | -9 | -0.1 | 4.4
Fc1cccc(Cc2c(-c3ccc(Cl)cc3)nc3ccc(Br)cn23)c1 | 7 | -0.5 | -22 | 4.0 | 4.7* | 2 | 18* | -0.7 | 14 | / | /
S=c1[nH]nc(COc2ccccc2)n1/N=C/c1ccc(Cl)c(Cl)c1 | -3 | -1.3 | -5 | -1.4 | -0.2 | 2 | -0.3 | 0.5 | 3 | 3.1 | 2.9
CC(C(=O)NN)c1ccc([N+](=O)[O-])cc1 (stereo not given) | 0 | -1.3 | -2 | -1.0 | -0.3 | 0 | -2.2 | -0.2 | 1 | 1.1 | 2.3
COc1ccc(S(=O)(=O)NCC(=O)N(CC(=O)NC(C)(C)C)Cc2cccs2)cc1 | / | -1.3 | 9 | -2.0 | 0.4 | -2 | 0.5 | 0.0 | / | 2.0 | 1.9
O=C(CCN1CCN(c2ccccc2)CC1)NNC(=O)c1cccc2ccccc12 | 6 | 0.0 | -5 | -0.2 | -0.1 | 0 | 0.1 | -0.2 | 1 | -1.1 | 0.7
O=C(NCc1csc2ccc(Cl)cc12)Nc1ccccc1 | -2 | -1.8 | -7 | -1.1 | 0.0 | 3 | -0.2 | 0.7 | -3 | 1.5 | -0.4
CCN(CC(=O)NCc1ccc(F)cc1)C(=O)C(C)Oc1cccc(Cl)c1 (stereo not given) | 3 | -0.1 | 7 | 0.2 | -1.4 | -3 | -2.9 | -0.6 | -3 | -0.2 | 0.2
O=C(CCNC(=O)c1ccc([N+](=O)[O-])cc1)Nc1ccc(F)cc1F | -6 | -0.7 | -2 | -0.6 | -0.3 | -3 | -0.6 | -0.2 | 3 | 0.1 | -1.7
CC(=O)c1cccc(NC(=O)CNC(=O)c2sc3ccccc3c2Cl)c1 | -4 | 0.7 | -3 | 4.3 | 0.7 | 1 | 1.6 | -1.0 | -1 | 2.0 | 2.3
